Source: PubChem (several laboratories)
TR-FRET SRC-2 ct – TR-FRET signal artefacts, primary screen, artefact control for PPARgamma SRC-2 agonist project, biochemical | TR-FRET ratio at 8 µM | TR-FRET artefact counter-screen; stronger effect = higher value | AID 1049, 2008 | 200,000 compounds, 0.4% hits; in the data active = TR-FRET ratio above about 2000; note: inactives centre near 1500
PPARg SRC2 recr – agonists of PPARg-SRC-2 recruitment, primary screen, biochemical, HTS | Peroxisome proliferator-activated receptor gamma (Homo sapiens), P37231 | PPARgamma LBD-SRC-2 recruitment | 200,000 compounds, 0.34% hits | activation, % at 8 µM; in the data active = activation above about 22%;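 note: 0% = vehicle and 100% = reference agonist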
G6PDH counter – L. mesenteroides G6PDH inhibitors, counter-screen for G6PDH-coupled screening assays, biochemical, Leuconostoc mesenteroides enzyme; glucose-6-phosphate dehydrogenase [Leuconostoc mesenteroides]; Purified L. mesenteroides G6PDH, diaphorase/resazurin coupled fluorescence, 45 min; inhibition, % at 5 µM; 200,000 compounds, 0.12% hits; in the data active = inhibition above about 50%
S1P3 antagonist – S1P3 receptor antagonists, primary screen, cell-based; Sphingosine 1-phosphate receptor 3 (Homo sapiens), Q99500; CHO S1P3 NFAT-BLA reporter, FRET fluorescence, antagonist mode; inhibition, % at 4.98 µM; 170,000 compounds, 0.27% hits;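 active = inhibition above the plate cutoff, the mean inhibition of test wells on that plate plus 3 SD, cut at about 28% in these data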;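 note: cells challenged with S1P at its EC80 of 0.8 µM; blue over green emission ratio from cleaved BLA substrate after 4 h stimulation; 0% = S1P-stimulated wells and 100% = unstimulated DMSO-only wells; some compounds past the cut are filed as inactive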
Target sequence (Q99500 whole entry, looked up): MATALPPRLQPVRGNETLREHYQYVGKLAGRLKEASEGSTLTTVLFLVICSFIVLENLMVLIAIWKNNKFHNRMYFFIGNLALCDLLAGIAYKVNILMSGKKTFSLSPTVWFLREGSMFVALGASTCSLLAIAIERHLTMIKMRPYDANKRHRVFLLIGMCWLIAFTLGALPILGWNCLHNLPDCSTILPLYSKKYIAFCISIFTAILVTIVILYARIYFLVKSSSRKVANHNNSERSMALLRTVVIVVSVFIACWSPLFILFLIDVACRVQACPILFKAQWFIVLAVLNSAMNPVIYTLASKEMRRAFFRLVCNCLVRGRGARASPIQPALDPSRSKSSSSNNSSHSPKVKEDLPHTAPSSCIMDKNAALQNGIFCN
Diaph inh CS – diaphorase inhibitors and chemical oxidizers, primary screen, counter-screen for diaphorase-coupled primary assays, biochemical, uHTS, resorufin fluorescence; diaphorase resazurin-to-resorufin fluorescence, NADH, 16 min; bacterial (C. kluyveri) enzyme, not human; inhibition, % at 20 µM; 190,000 compounds, 0.69% hits;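 active = primary screen inhibition at 20 µM above a set limit, cut at about 50% in these data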;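 note: plate controls were DMSO with full reaction for no effect and wells lacking NADH for full effect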
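Test system: Clostridium kluyveri diaphorase enzyme / Quantity: diaphorase at 0.14 U/mL in enzyme working solution / Incubation: 16-min room-temperature incubation before reading / Benchmarks: NADH-free wells as positive control, DMSO-only neutral wells / Signal: resorufin fluorescence 544/590 nm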
PPARg SRC-1 ag – PPARgamma agonists recruiting SRC-1 coactivator, primary screen, biochemical | 200,000 compounds, 0.41% hits | Peroxisome proliferator-activated receptor gamma (Homo sapiens), P37231 | PPARgamma-SRC-1 coactivator recruitment biochemical assay | activation, % at 8 µM; in the data active = activation above about 19%;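 note: 0% = DMSO and 100% = reference agonist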
Diaphorase act – compounds boosting diaphorase resazurin reduction – biochemical, uHTS, resorufin fluorescence, counter-screen for diaphorase-coupled primary assays, primary screen. Diaphorase/resazurin coupled assay, 16 min; stronger effect = higher value; 1 = vehicle wells, 0 = NADH-free wells. activation factor at 20 µM. 190,000 compounds, 0.005% hits. AID 1229, 2008;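 active = diaphorase activity raised at least twofold by the compound at 20 µM; inactive = activation factor below 2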
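System – purified diaphorase enzyme from Clostridium kluyveri · Input – enzyme 0.07 U/mL final · Also added – final NADH 0.114 mM, resazurin 0.1 mM · Measured by – fluorescence of resorufin, 544 nm excitation, 590 nm emission · Timing – 16 min enzyme reaction, ambient temperature · Measure – resorufin increase flagging diaphorase activators or reducers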
PMI act satM6P – human PMI activators, high substrate, primary screen, biochemical, fluorescence intensity, near-saturating mannose 6-phosphate | AID 1216, 2008 | Mannose-6-phosphate isomerase (Homo sapiens), P34949 | coupled PMI enzyme assay, resazurin fluorescence, 20 min; stronger effect = higher value; 1 = untreated enzyme, 0 = substrate-free blank | 190,000 compounds, 0.34% hits | activation factor at 20 µM;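 active = activation factor of 2 or more at 20 µM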
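Material: human phosphomannose isomerase with PGI, G6PDH, diaphorase coupling enzymes. Quantity: 15 ng/mL PMI. Medium: HEPES pH 7.4 buffer with MgCl2 and Tween-20. Reagent: Near-saturating mannose-6-phosphate, 1.0 mM. Compound: 20 µM single dose. Times: enzyme reaction with compound 20 min at room temperature. Detection: resorufin fluorescence at Ex 544/Em 590 nm.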
ROMK mod – ROMK potassium channel modulators, primary screen, cell-based, thallium flux, MLSMR library | 130,000 compounds, 2% hits | ATP-sensitive inward rectifier potassium channel 1 (Homo sapiens), P48048 | Tet-inducible ROMK, thallium flux fluorescence; actives lie on both sides | B-score at 10 µM;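 active = signal ratio slope over the read window, or its plate-corrected B-score, at least 3 SD from the plate mean, either direction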;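 note: B-score of the F/F0 ratio slope over 7 to 12 s after thallium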
Target sequence (P48048 whole entry, looked up): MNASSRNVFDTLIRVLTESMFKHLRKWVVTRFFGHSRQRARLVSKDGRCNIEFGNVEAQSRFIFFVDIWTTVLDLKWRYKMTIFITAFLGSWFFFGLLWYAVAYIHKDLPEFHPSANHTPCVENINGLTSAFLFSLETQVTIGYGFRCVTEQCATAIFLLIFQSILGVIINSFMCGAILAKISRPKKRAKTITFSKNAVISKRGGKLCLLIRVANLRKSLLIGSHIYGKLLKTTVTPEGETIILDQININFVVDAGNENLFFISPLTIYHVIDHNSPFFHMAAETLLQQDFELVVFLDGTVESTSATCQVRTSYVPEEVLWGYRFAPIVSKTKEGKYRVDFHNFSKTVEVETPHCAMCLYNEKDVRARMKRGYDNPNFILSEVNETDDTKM
PMI activator – activators of human PMI, primary screen, biochemical, fluorescence intensity, near-Km mannose 6-phosphate. purified human PMI, coupled resazurin fluorescence, 20 min; stronger effect = higher value; 1 = vehicle control, 0 substrate-free wells. activation factor at 20 µM. 190,000 compounds, 0.005% hits. AID 1214, 2008;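 active = activation factor of 2 or more at 20 µM, relative to plate controls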
PPARg SRC3 recr – PPARgamma agonists recruiting SRC-3 coactivator, primary screen, biochemical | 200,000 compounds, 0.26% hits | AID 731, 2007 | biochemical PPARgamma/SRC-3 coactivator recruitment assay | Peroxisome proliferator-activated receptor gamma (Homo sapiens), P37231 | activation, % at 8 µM; in the data active = activation above about 23%;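 note: 0% = DMSO and 100% = reference agonist; some compounds past the cut are filed as inactive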
An asterisk follows results filed as active; · = no result given.

SMILES	TR-FRET SRC-2 ct	PPARg SRC2 recr	G6PDH counter	S1P3 antagonist	Diaph inh CS	PPARg SRC-1 ag	Diaphorase act	PMI act satM6P	ROMK mod	PMI activator	PPARg SRC3 recr
COc1ccccc1-n1cnnc1SC(C)C(=O)Nc1cccc([N+](=O)[O-])c1 (stereo not given)	1554	10	22	-5	14	4	0.9	0.9	0.1	0.9	-4
Cc1sc2nc(SC3CCOC3=O)n(Cc3ccccc3)c(=O)c2c1C (stereo not given)	1497	12	0	-13	16	4	0.8	0.9	-0.97	0.8	1
CC1=C(C(=O)Nc2cccnc2)C(c2ccc3c(c2)OCO3)C2=C(CCCC2=O)N1 (stereo not given)	1469	8	4	·	8	3	0.9	0.9	0.7	0.9	-2
Cc1nnc(NC(=O)CSc2nnc(CNC(=O)c3ccccc3)n2-c2ccccc2)s1	1609	1	22	-8	-6	10	1.1	1	·	1	5
CCCCc1nnc(NC(=O)c2nc3nccc(C)n3n2)s1	1620	0	3	-17	25	-2	0.8	1	0.33	1	-4
CCC(CC)C(=O)NCCc1ccc(S(N)(=O)=O)cc1	1539	7	-3	·	9	-2	0.9	0.9	0.56	0.9	8
c1ccc(C2CNCc3c2ccc2ccccc32)cc1 (stereo not given)	1550	-3	4	8	10	3	0.9	0.9	-2.2	1	0
O=C(c1ccccc1)N1CCN(c2ccc(NCc3ccc4c(c3)OCO4)cc2)CC1	1715	13	3	22	26	5	0.7	0.7	·	0.7	14
COc1ccc(N2CCN(C(=S)Nc3ccc(C)cc3C)CC2)cc1	1457	1	14	-15	3	8	1	0.9	1	0.9	4
CC(C)NC(=O)NC(=O)CSc1nnc(COc2ccccc2F)n1C(C)C1CC2CCC1C2 (stereo not given)	1564	3	-3	·	20	15	0.8	0.9	·	0.8	6
CC1CCC2(CC1)SCC(=O)N2c1ccccc1 (stereo not given)	1542	15	4	·	2	-2	1	0.9	-0.49	1	7
O=c1oc2ccccc2n1Cn1c(=O)oc2ccccc21	1315	-10	11	-16	2	-1	1	1	2.1	1.1	-15
Cc1ccccc1C(O)c1ccncc1 (stereo not given)	1485	4	2	·	12	0	0.9	1	-0.14	1	-1
Cc1ccc(C)c(Cn2c(=O)n(CCCC(=O)NCc3ccco3)c(=O)c3ccccc32)c1	1605	13	-1	6	15	7	0.9	0.9	0.14	0.9	0
CC1CC(C)(C)NC(=S)N1CC(=O)NCc1ccc2c(c1)OCO2 (stereo not given)	1723	8	0	12	8	2	0.9	1	0.74	1	4
CCOc1ccc(Cn2ccnc2CCl)cc1[N+](=O)[O-]	1544	7	3	·	11	-1	0.9	1	0.55	1	8
O=C1NC(c2ccccc2)C(C(=O)c2cccs2)=C1O (stereo not given)	1704	10	-2	8	7	20*	0.9	1.2	0.6	1.1	14
COc1ccc(N(CC(=O)NN=C2CCCCCCC2)S(=O)(=O)c2ccccc2)cc1	1616	2	-12	·	12	4	0.9	0.9	·	0.9	-7
Cc1cccc(C(=O)O/N=C(/c2ccccc2)c2ccncc2)c1	1450	-3	10	-1	36	-2	0.6	0.9	0.0089	0.8	-2
Cc1cc(C)c2[nH]c(=O)c(CN(C(=O)C3CCCO3)C3CCCC3)cc2c1 (stereo not given)	1486	2	-3	-19	19	-4	0.8	0.9	0.19	0.9	8
COc1ccccc1NC(=S)N(Cc1ccco1)Cc1cc2cccc(C)c2[nH]c1=O	1556	-9	-12	-8	17	4	0.8	1	-0.93	0.9	3
CCOc1cc(CNCC2CCCO2)cc(Br)c1OCC(N)=O (stereo not given)	1505	5	3	10	13	2	0.9	1	0.17	0.9	-8
CCN(c1ccccc1)S(=O)(=O)c1ccc(Cl)c(NC(=O)COC(=O)c2ccc(O)cc2)c1	1556	7	-21	-8	35	0	0.6	0.8	·	0.7	5
Cc1ccccc1-c1nnc(SCc2ccc(F)cc2)o1	1644	0	3	-17	8	4	0.9	1	0.77	0.9	2
c1ccc(CSc2ccc(-c3cccnc3)nn2)nc1	1768	4	2	-10	8	7	0.9	0.9	-0.41	1	10
Cc1ccc(C(=O)Nc2onc(C)c2C#N)cc1	1556	3	-4	·	16	-4	0.8	0.9	·	0.9	7
Cc1noc(NS(=O)(=O)c2ccc(NC(=O)CSc3nc4c(cc3C#N)CCCC4)cc2)c1C	1639	3	7	-44	13	2	0.9	1.1	·	1.2	2
COc1ccc(Oc2nc3ccccc3n(C)c2=O)cc1	1546	8	-16	·	8	-3	0.9	1	·	0.9	7
Cc1ccc(OCC(=O)N2c3ccccc3CC2C)c([N+](=O)[O-])n1 (stereo not given)	1619	-2	0	1	-2	-3	1	1	·	1.1	-1
O=C(Nc1cccc(S(=O)(=O)N2CCCCC2)c1)c1ccc([N+](=O)[O-])o1	1396	-1	1	-15	3	-1	1	1	-0.36	1	0
CCOc1cc(C(=O)Nc2cccc(C(C)=O)c2)ccc1OCC(=O)N1CCCCC1	1592	-5	3	9	9	-2	0.9	0.9	1.8	0.9	-1
CC1(C)C(=O)C2(CCCCC2)C(=O)OC1c1cccc([N+](=O)[O-])c1 (stereo not given)	1441	4	6	8	11	2	0.9	1	·	0.9	4
O=C(NCc1cn(-c2ccccc2)nc1-c1ccccc1)c1cccc([N+](=O)[O-])c1	1598	1	5	-5	18	0	0.8	1	·	0.9	-2
CCc1nnc(NC(=O)CSc2nnc3c(C)cc4c(C)ccc(C)c4n23)s1	1703	11	-20	3	16	10	0.8	1	·	1	0
CCc1ccccc1NC(=O)CN(C)S(=O)(=O)c1ccc2c(c1)c(=O)n(C)c(=O)n2C	1537	-4	2	·	9	9	0.9	1	·	1	-9
OCCCc1nc2n(n1)C(c1ccccc1)C=C(c1ccccc1)N2 (stereo not given)	1465	-3	-4	-11	8	-4	0.9	1.1	·	1.2	-10
COCCNC(=S)Nc1ccc(S(=O)(=O)Nc2ncccn2)cc1	1346	-2	9	-27	-8	0	1.1	1	1	1	-5
CC(C)(C)c1ccc(C(=O)Nc2ccc(N3CCOCC3)cc2)cc1	1566	14	-1	·	15	13	0.8	0.9	0.6	0.9	10
Oc1c(C(Nc2cccc(C(F)(F)F)c2)c2cccnc2)ccc2cccnc12 (stereo not given)	1565	-9	-6	1	27	-3	0.7	0.7	0.27	0.8	2
COC(=O)c1nnn(-c2nonc2N)c1CSc1nnc(N)s1	1541	-2	1	9	14	4	0.9	1.3	-0.81	1.3	1
CCCCCC(=O)Nc1nc(C)c(-c2csc(Nc3ccccc3OC)n2)s1	1639	9	0	·	33	0	0.7	0.7	·	0.8	9
Cc1c(NC(=O)CC(O)(C(F)(F)F)C(F)(F)F)c(=O)n(-c2ccccc2)n1C	1283	-5	2	17	8	-2	0.9	0.9	·	0.9	4
CCOc1ccccc1/C=C(\NC(=O)c1ccccc1)C(=O)NCCC(=O)O	1319	2	1	-12	-8	-9	1.1	1	1.3	1.1	-5
CC(=O)Nc1ccc(S(=O)(=O)Nc2cccc(N(C)S(C)(=O)=O)c2)cc1	1587	6	4	-4	-8	5	1.1	1	·	1	-1
CN(C(=O)c1ccc(S(=O)(=O)N2CCCC2)cc1)C1CCCCC1	1297	3	2	·	3	2	1	1	0.24	1	8
COC(=O)C(NC(C)=O)(Nc1nc2c(s1)CCCC2)C(F)(F)F (stereo not given)	1464	-3	3	·	23	-4	0.8	0.9	·	0.6	5
O=C(O)c1ccc(COc2ccc(CO)cc2Cl)cc1	1460	7	-5	-7	6	3	0.9	1	·	1	13
CCn1cc(CNCc2cn[nH]c2-c2cc3ccccc3o2)cn1	1668	-2	7	19	-7	1	1.1	1	1.2	1	2
